Compound activity deposited in PubChem by several laboratories.
Rpn11 inh: blocks the human proteasome subunit Rpn11; AID 588493; calls only at 20 µM; O00487; human 26S proteasome, Ub4-pepOG fluorescence polarization; 20S core pre-blocked with epoxomicin; 0.59% of 360,000 active;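 active = inhibition at 20 µM, scaled to each plate's controls, above about 33%, limit read from the data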
CSN inh: blocks human CSN-mediated cullin deneddylation; Q92905; Purified CSN, SCF-Nedd8-OG deneddylation, fluorescence polarization; inhibition, % at 12.5 µM; 0.38% of 360,000 active; AID 651999;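 active = pattern-corrected inhibition above about 35%, with an unprinted fluorescence ratio check between 0.5 and 1.5, limit read from the data, passing the limit was not always enough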;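 note: 0% = enzyme with substrate and 100% = substrate without enzyme; some results filed as inactive read as strong as hits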
Target sequence (Q92905 whole entry, looked up, one chain of several): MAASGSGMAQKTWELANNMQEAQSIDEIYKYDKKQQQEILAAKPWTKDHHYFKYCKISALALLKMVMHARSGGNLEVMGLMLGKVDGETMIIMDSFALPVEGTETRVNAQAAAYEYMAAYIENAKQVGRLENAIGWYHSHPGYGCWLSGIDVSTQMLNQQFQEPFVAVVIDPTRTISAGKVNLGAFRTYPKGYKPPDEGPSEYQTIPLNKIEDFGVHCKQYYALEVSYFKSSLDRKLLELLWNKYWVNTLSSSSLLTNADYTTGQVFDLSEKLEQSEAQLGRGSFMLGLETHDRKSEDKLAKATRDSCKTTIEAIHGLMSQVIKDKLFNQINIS
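Detection – fluorescence polarization · System – HEK293T-derived human Csn5 enzyme · Controls – substrate-only high control, full reaction low control · Timing – 90 min, room temperature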
NadD inh: NadD (S. aureus) enzyme inhibition; 0.78% of 360,000 active; purified NadD enzyme, colorimetric absorbance read-out; inhibition, % at 20 µM; in the data active = inhibition above about 26%; note: some compounds past the cut are filed as inactive
FAS TE block: FAS thioesterase (human) inhibition; recombinant FAS-TE, OMFH fluorogenic substrate, fluorescence endpoint; AID 602261; P49327; inhibition, % at 15 µM; 0.67% of 360,000 active;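 active = compounds whose normalised, plate-corrected inhibition of enzyme fluorescence in the single-dose primary screen is 50% or more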;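 note: 0% = DMSO with enzyme and 100% = substrate without enzyme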
MT1-MMP act inh: MT1-MMP (human) activation inhibition. 0.061% of 360,000 active. GFP/RFP ratio change, % at 20 µM. HT1080 RFP-PRO-GFP cells, GFP/RFP ratio fluorescence, overnight; percent of plate control window, DMSO zero;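 active = GFP/RFP ratio change of at least 30% with cell ATP level not reduced by more than half and red fluorescence within 50% of control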; note: strong numbers were not always called active
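Read-out: GFP/RFP fluorescence ratio; Test system: RFP-PRO-GFP reporter HT1080 cells; Compound dosing: single-point 20 µM compound, 1% DMSO; Times: overnight compound exposure at 37 °C.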
SKN-1 inh: blocks SKN-1 activity in C. elegans; inhibition, % at 21.8 µM; AID 624304; C. elegans VP596 Pgst-4::GFP/RFP ratio, acrylamide-induced, 24 h; 0.49% of 360,000 active;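 active = interference check ratio from 0.5 to 1.5 plus GFP to RFP signal ratio inhibition reaching or exceeding a fixed threshold, cut at about 30% in these data, passing the limit was not always enough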; note: some compounds called inactive have numbers as strong as hits
Rin1 Abl inh: human Rin1-Abl interaction inhibition; inhibition, % at 7.35 µM; TR-FRET Rin1/Abl binding, biochemical; P00519+Q13671; 0.4% of 360,000 active; in the data active = inhibition above about 5%, passing the limit was not always enough
PABP1 MLLE inh: blocks PAM2 peptide binding to the PABP1 MLLE domain. AID 588489. GST-MLLE / FITC-PAM2 fluorescence polarization. inhibition, % at 20 µM. 0.36% of 360,000 active. P11940; in the data active = inhibition above about 35%, passing the limit was not always enough;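 note: plate controls were DMSO wells with GST-MLLE for no effect and wells lacking GST-MLLE protein for full effect; some results filed as inactive read as strong as hits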
Target sequence (P11940 whole entry, looked up, the tested form may be a part): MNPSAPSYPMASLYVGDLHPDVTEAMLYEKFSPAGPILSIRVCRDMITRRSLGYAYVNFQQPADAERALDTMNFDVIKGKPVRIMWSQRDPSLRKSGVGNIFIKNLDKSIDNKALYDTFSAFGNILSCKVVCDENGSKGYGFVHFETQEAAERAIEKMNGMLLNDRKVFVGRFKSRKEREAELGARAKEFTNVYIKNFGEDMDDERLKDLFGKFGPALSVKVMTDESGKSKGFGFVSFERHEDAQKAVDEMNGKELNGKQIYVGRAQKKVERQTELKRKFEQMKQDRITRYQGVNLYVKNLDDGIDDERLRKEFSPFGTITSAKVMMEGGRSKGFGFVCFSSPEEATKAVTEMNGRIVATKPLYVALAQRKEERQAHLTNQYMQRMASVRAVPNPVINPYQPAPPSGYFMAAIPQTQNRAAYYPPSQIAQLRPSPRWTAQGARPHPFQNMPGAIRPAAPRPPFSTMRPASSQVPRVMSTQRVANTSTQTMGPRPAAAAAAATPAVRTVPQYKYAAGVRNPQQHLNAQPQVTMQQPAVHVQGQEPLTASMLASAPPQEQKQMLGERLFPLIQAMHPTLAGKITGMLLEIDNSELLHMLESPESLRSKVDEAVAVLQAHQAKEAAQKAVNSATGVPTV
Neddyl block: blocks human cullin neddylation | 0.58% of 360,000 active | P61081+Q13564 | calls only at 25 µM | TR-FRET cullin neddylation, biochemical; in the data active = inhibition above about 36%
The depositor's hits bear a star; i = inactive; x = no result given.

SMILES	Rpn11 inh	CSN inh	NadD inh	FAS TE block	MT1-MMP act inh	SKN-1 inh	Rin1 Abl inh	PABP1 MLLE inh	Neddyl block
CCOC(=O)/C(N=Nc1c(C)n(C)n(-c2ccccc2)c1=O)=C(/O)c1ccccc1	i	-11.0	-3.5	-2.5	6.1	0.2	2.0	15.5	i
COc1ccc(/C=C(\NC(=O)c2ccccc2)C(=O)NCc2ccco2)cc1OC	i	5.3	-1.5	-4.4	0.9	9.9	-1.4	7.8	i
Cc1cc2oc(=O)cc(CN3CCCCC3)c2cc1C	i	2.8	0.2	-0.8	-2.1	-18.8	0.7	-0.1	i
COc1ccccc1N1CCN(S(=O)(=O)c2cn(C)c(=O)n(C)c2=O)CC1	i	-1.8	2.5	-5.8	0.5	-6.5	2.7	15.3	i
Cc1ccc(CCC(=O)NCc2ccccc2)o1	i	0.1	-1.7	-1.6	-1.7	1.2	-0.1	-2.4	i
C[C@@H]1[C@H](c2ccccc2)Oc2ccc(Cl)cc2S(=O)(=O)N1CC1CCCN1C(=O)OC(C)(C)C (some centres not stated)	i	-1.0	0.4	21.9	-20.3	-9.7	5.1	-9.5	i
Cc1cccc(CN2CCN(C3CN(Cc4cn(Cc5cccc(Cl)c5)nn4)S(=O)(=O)C3)CC2)c1 (configuration not stated)	x	-5.0	-6.2	-2.6	4.5	13.5	x	x	i
COc1ccc(-c2[nH]nc3c2C(c2ccoc2)C(C#N)=C(N)O3)cc1 (configuration not stated)	i	0.9	-3.1	-10.8	1.1	-3.7	2.5	4.3	i
COc1ccc(C2CC(=O)N(CCCN(C)CCc3ccc(OC)c(OC)c3)C2)cc1 (configuration not stated)	i	3.6	-1.9	-8.0	-5.7	-2.5	3.8	-0.7	i
Cc1ccc(S(=O)(=O)N(C)CC(=O)NCc2ccncc2)cc1	i	-0.3	-1.2	-4.7	1.0	3.4	2.4	-2.0	i
O=c1cc(CSc2nnnn2-c2ccccc2)nc2scc(-c3ccccc3)n12	i	4.6	2.5	1.8	-3.9	-4.0	3.1	-29.1	i
O=C(Nc1ccccc1)O/N=C1\CCCCC1c1ccc([N+](=O)[O-])cc1[N+](=O)[O-] (configuration not stated)	i	-2.8	3.4	18.2	-0.1	25.6	0.0	-5.7	i
COc1cc(C2C(C#N)=C(C)NC3=C2C(=O)CC(C)(C)C3)ccc1O (configuration not stated)	i	2.8	-2.5	-8.9	2.2	-10.2	1.9	7.8	i
COCCn1c(=O)[nH]c2cc(C(=O)N3CCN(c4ccccc4F)CC3)ccc2c1=O	i	3.5	-0.5	-7.0	-4.2	-0.8	2.4	-2.4	i
Cc1nn(CC(=O)Nc2sc3c(c2C#N)CCC(C(C)(C)C)C3)c(C)c1[N+](=O)[O-] (configuration not stated)	i	-2.4	24.1	27.0	3.0	28.4	-1.7	24.8	i
COc1ccccc1N/C=C/c1onc(C)c1[N+](=O)[O-]	i	19.6	1.2	-33.1	-69.0	16.7	-2.9	-146.1	i
COC(=O)c1ccc(CNC(=O)c2ccc(NS(=O)(=O)c3ccc4[nH]c(=O)[nH]c4c3)cc2)cc1	i	-0.4	5.0	-1.5	-7.9	4.9	-0.3	-8.1	i
O=C(NCCCN1CCOCC1)c1cccnc1SCc1ccccc1Cl	i	-1.8	-3.1	-4.1	3.9	-9.2	0.5	3.1	i
Nc1ccc(-c2nc3cc(N)ccc3n2CCO)cc1	i	1.9	1.1	-6.8	-10.7	-8.4	3.3	-2.9	x
CCOC(=O)CSc1nc2ccc(S(=O)(=O)N3CCOCC3)cc2[nH]1	i	-3.0	1.1	-5.9	0.2	-1.6	0.8	-41.1	i
CC(C)C(=O)NC(=S)Nc1nnn(C)n1	i	-11.3	-0.3	-9.3	2.5	5.2	-1.2	19.6	i
COc1cc(C(O)C(=O)O)ccc1O (configuration not stated)	i	-3.9	1.6	-3.5	1.8	10.9	3.3	13.0	i
CCN(CC)C(=O)C(=O)Nc1cc(C(F)(F)F)ccc1Cl	i	1.5	-1.9	-8.4	-0.1	-12.6	3.2	0.2	i
O=C(CSc1nc2ccccc2c(=O)n1CCCO)Nc1ccc2c(c1)OCCO2	i	-4.2	2.1	-1.4	-0.8	1.6	-1.4	5.8	i
O=C(OCc1ccc(Cl)c(Cl)c1)c1ccccn1	i	0.9	-1.9	3.9	2.9	-18.2	-1.4	-3.8	i
Cc1ccsc1C(=O)OCC(=O)Nc1cccc(S(=O)(=O)N2CCOCC2)c1	i	-1.5	-6.7	8.0	-1.6	-5.1	-2.5	3.8	i
CCOc1ccc(Oc2ccccc2NC(=O)CSCC(=O)Nc2cc(C)on2)cc1	i	2.2	-5.2	10.5	-5.1	3.8	0.8	-2.1	i
CCOc1cc(C=NNC(=O)c2cccc(S(=O)(=O)N3CCCC3)c2)ccc1O	i	-0.4	-2.1	-4.1	5.6	22.0	-1.0	-4.9	i
N#Cc1cc2cc3c(cc2nc1SCC(=O)OC1CCCCC1)OCO3	i	-0.4	0.2	5.5	-8.7	-1.0	0.4	2.0	i
Cc1ccc(S(=O)(=O)N2CCC(C(=O)OCC(=O)N(C)Cc3ccccc3)CC2)cc1C	i	4.5	-5.9	14.9	6.4	-7.1	3.0	0.5	i
O=C(OCCN1C(=O)c2ccccc2C1=O)c1cc(=O)[nH]c2ccccc12	i	-1.4	2.1	-0.9	0.3	19.1	2.6	-1.8	i
CC(=O)N=c1sc(S(N)(=O)=O)nn1C	i	1.0	-2.7	-4.8	0.6	-1.6	-0.5	14.3	i
COc1ccc(Cl)cc1C(=O)Nc1ccc(CN2CCCCC2)cc1	i	-10.1	6.1	1.0	0.6	-6.7	4.5	0.9	i
COC(=O)c1[nH]c2cccc(C)c2c1NC(=O)CN1CCN(c2ccccc2OC)CC1	i	2.0	-1.0	-2.3	1.6	-8.0	-0.9	-5.3	i
Cc1cc(C)n(CC(O)Cn2c3ccc(Br)cc3c3cc(Br)ccc32)c(=O)n1 (configuration not stated)	i	9.0	14.5	21.5	-5.6	3.4	-0.2	-17.8	i
O=C(NCCN1CCOC1=O)C1CCC(=O)N(CCc2ccc(Cl)cc2)C1 (configuration not stated)	i	-1.8	-1.4	0.7	-0.4	-10.7	-2.5	-3.5	i

Another view of eleven compounds above.
molecule,Rpn11 inh,CSN inh,NadD inh,FAS TE block,MT1-MMP act inh,SKN-1 inh,Rin1 Abl inh,PABP1 MLLE inh,Neddyl block
CCN(CC)C(=O)C(=O)Nc1cc(C(F)(F)F)ccc1Cl,i,1.5,-1.9,-8.4,-0.1,-12.6,3.2,0.2,i
O=C(CSc1nc2ccccc2c(=O)n1CCCO)Nc1ccc2c(c1)OCCO2,i,-4.2,2.1,-1.4,-0.8,1.6,-1.4,5.8,i
O=C(OCc1ccc(Cl)c(Cl)c1)c1ccccn1,i,0.9,-1.9,3.9,2.9,-18.2,-1.4,-3.8,i
Cc1ccsc1C(=O)OCC(=O)Nc1cccc(S(=O)(=O)N2CCOCC2)c1,i,-1.5,-6.7,8.0,-1.6,-5.1,-2.5,3.8,i
CCOc1ccc(Oc2ccccc2NC(=O)CSCC(=O)Nc2cc(C)on2)cc1,i,2.2,-5.2,10.5,-5.1,3.8,0.8,-2.1,i
CCOc1cc(C=NNC(=O)c2cccc(S(=O)(=O)N3CCCC3)c2)ccc1O,i,-0.4,-2.1,-4.1,5.6,22.0,-1.0,-4.9,i
N#Cc1cc2cc3c(cc2nc1SCC(=O)OC1CCCCC1)OCO3,i,-0.4,0.2,5.5,-8.7,-1.0,0.4,2.0,i
Cc1ccc(S(=O)(=O)N2CCC(C(=O)OCC(=O)N(C)Cc3ccccc3)CC2)cc1C,i,4.5,-5.9,14.9,6.4,-7.1,3.0,0.5,i
O=C(OCCN1C(=O)c2ccccc2C1=O)c1cc(=O)[nH]c2ccccc12,i,-1.4,2.1,-0.9,0.3,19.1,2.6,-1.8,i
CC(=O)N=c1sc(S(N)(=O)=O)nn1C,i,1.0,-2.7,-4.8,0.6,-1.6,-0.5,14.3,i
COc1ccc(Cl)cc1C(=O)Nc1ccc(CN2CCCCC2)cc1,i,-10.1,6.1,1.0,0.6,-6.7,4.5,0.9,i

More entries
SMILES	Rpn11 inh	CSN inh	NadD inh	FAS TE block	MT1-MMP act inh	SKN-1 inh	Rin1 Abl inh	PABP1 MLLE inh	Neddyl block
COCCn1c(SCC(=O)Nc2ccc(NC(C)=O)cc2)nc2ccccc2c1=O	i	1.0	-4.8	-2.6	-0.9	9.0	0.8	-4.7	i
CCN(CC)S(=O)(=O)c1ccc(C)c(NC(=O)CNc2cccc(S(=O)(=O)N3CCOCC3)c2)c1	i	-3.8	-2.7	0.5	3.1	-9.0	-1.9	7.0	i
CC(=O)c1c(N=CN(C)C)nc(C)nc1-c1ccccc1	i	-0.8	-2.6	-4.8	4.8	6.7	1.0	10.2	i
COc1ccc(OC)c(CCNC(=O)C(=O)Nc2ccc3nc4n(c(=O)c3c2)CCCCC4)c1	i	5.3	-1.5	5.5	6.8	7.3	-1.2	4.3	i
CCS(=O)(=O)N1CCN(Cc2ccncc2)CC1	i	4.4	1.7	-4.9	1.4	2.3	3.2	12.0	i
CCCNC(=O)CN(CCc1ccccc1)S(C)(=O)=O	i	0.9	-2.5	-4.2	-1.1	29.1	2.6	0.8	i
S=c1[nH]nc(-c2ccccn2)n1/N=C/c1ccco1	i	-0.2	-0.1	-3.6	1.1	-2.2	-1.6	-70.2	i
CCS(=O)(=O)n1nc(C(=O)N2CCOCC2)nc1N	i	-2.7	-3.3	-5.1	-2.2	-3.8	-1.4	1.5	i
COc1ccc(OC)c(S(=O)(=O)N2CCC3(CC2)OCCN3S(=O)(=O)c2ccccc2)c1	i	-2.6	0.7	9.6	-4.4	-4.1	0.2	-3.9	i
CN1CCN(c2nc(-c3cccs3)cc(C(F)(F)F)n2)CC1	i	-4.4	-6.0	-0.2	-9.2	14.1	-0.3	-1.0	i
CC(/C=N/NC(=O)c1ccco1)=C\c1ccccc1	i	0.8	-3.9	-5.4	0.4	8.0	-2.8	9.7	i
O=C(O)CCc1ccc(-c2ccc(Br)cc2)n1CC(=O)O	i	2.3	-3.8	-2.6	-0.8	-0.8	4.6	-2.1	i
Cc1nc(SCC(=O)NCc2ccc(F)cc2)c2c(=O)n(C)c(=O)n(C)c2n1	i	1.7	-3.5	18.6	0.3	-2.1	0.4	-14.4	i
C[C@@H]1CN([C@H](C)CO)S(=O)(=O)c2ccc(Br)cc2O[C@@H]1CN(C)C(=O)NC1CCCC1	i	2.8	5.9	-4.2	2.7	-3.1	0.0	13.2	i
COc1ccccc1NC(=O)c1ccc(NC(=O)CSc2ncccn2)cc1	i	-1.0	-3.1	-1.7	3.8	0.7	-4.9	-22.7	i
C[C@@H]1CN([C@@H](C)CO)C(=O)c2cc(NC(=O)CCC(F)(F)F)ccc2O[C@H]1CN(C)S(=O)(=O)c1ccc(Cl)cc1	i	-1.3	-4.6	-1.2	2.3	-18.6	2.6	2.2	i
